# Screening results (PubChem BioAssay)
# RAD52 inh: blocks human RAD52 DNA annealing; recombinant RAD52 DNA annealing, FRET fluorescence; inhibition, % at 18.7 µM; hit rate 0.46% among 360,000;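 active = every replicate showing at least 50% inhibition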
# Target sequence (P43351 whole entry, looked up): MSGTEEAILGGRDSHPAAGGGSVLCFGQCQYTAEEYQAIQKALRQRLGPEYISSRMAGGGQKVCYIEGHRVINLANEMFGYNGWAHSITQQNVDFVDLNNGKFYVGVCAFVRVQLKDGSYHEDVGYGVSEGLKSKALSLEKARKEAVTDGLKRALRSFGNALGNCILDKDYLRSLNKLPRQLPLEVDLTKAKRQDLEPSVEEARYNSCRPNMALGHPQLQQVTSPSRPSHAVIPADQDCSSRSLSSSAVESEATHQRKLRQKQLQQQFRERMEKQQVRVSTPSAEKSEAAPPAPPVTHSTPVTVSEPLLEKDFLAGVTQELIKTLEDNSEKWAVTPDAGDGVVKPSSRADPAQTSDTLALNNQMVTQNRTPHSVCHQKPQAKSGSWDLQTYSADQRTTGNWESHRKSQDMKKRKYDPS
# PGC1a acetyl inh: lowers PGC1a acetylation signal in U2OS cells | hit rate 0.17% among 350,000 | AID 651687 | inhibition, % at 15.6 µM | AlphaScreen anti-acetyl-lysine; with virally co-expressed GCN5 acetyltransferase;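 active = every replicate shows inhibition of at least 40%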;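 note: 0% = neutral control wells and 100% = positive control wells; some results beyond the cut were filed as inactive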
# E-selectin induc: induces E-selectin expression in human endothelial cells. activation, % at 7.58 µM. HUVEC E-selectin immunofluorescence imaging; normalized: neutral wells 0, TNF-alpha wells 100. hit rate 0.37% among 260,000. AID 686992. P16581;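 active = mean E-selectin-positive cell signal at least 10% of the positive control, reached in at least 60% of replicates, without over 20% cell loss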;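 note: in these data hits start at about 27%; measured in HUVEC primary endothelial cells; signal is the percent of cells scored E-selectin positive by PE staining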
# Target sequence (P16581 whole entry, looked up): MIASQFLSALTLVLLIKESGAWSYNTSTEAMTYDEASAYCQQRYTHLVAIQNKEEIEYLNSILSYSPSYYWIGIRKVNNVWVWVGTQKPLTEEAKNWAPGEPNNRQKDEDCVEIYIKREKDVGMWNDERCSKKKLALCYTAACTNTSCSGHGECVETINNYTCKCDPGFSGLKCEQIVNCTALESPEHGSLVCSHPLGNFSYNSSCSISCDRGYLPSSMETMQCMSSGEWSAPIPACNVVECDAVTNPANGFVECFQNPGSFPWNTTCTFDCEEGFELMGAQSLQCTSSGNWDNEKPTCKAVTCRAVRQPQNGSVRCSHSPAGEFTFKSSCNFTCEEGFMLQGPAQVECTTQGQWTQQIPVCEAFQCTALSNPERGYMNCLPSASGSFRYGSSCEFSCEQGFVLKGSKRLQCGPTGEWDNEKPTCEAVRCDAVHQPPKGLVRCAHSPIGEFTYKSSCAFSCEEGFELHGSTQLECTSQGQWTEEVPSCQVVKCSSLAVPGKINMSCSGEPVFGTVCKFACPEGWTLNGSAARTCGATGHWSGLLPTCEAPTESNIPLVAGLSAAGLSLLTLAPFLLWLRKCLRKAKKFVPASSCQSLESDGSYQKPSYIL
#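 Assay system: HUVEC primary endothelial cells. Input: 3,000 HUVEC seeded per well. Doses: one compound dose added by pin transfer. Read-out basis: % PE-positive cells. Benchmarks: TNF-alpha high, DMSO low. Detection: immunofluorescence imaging. Buffer or medium: EGM-2, gelatin.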
# Cneo AK release: causes C. neoformans cell lysis; adenylate kinase release luminescence, 4 h; normalised: neutral wells 0, clomiphene wells 100; lysis activity, % at 15 µM; hit rate 0.2% among 360,000; AID 651654;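 active = mean lysis activity across replicates of at least 80%, whatever share of replicates individually reach that level; inactive = mean lysis activity below 80%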
#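 Signal: Adenylate kinase release luminescence | Assay system: Log-phase Cryptococcus neoformans yeast cells | Input: Cells at 5 × 10^6 per mL | Buffer or medium: Fresh YPD growth medium | Compound: Single dose | Schedule: Static 4 h at 37 °C with compound, 1 h detection | Controls: Clomiphene | Read-out: Luminescence rise reflecting yeast cell lysis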
# miR122 inh: miR-122 inhibition in Huh7 cells; Huh7 miR-122 Renilla luciferase sensor, 48 h; neutral wells = 0, positive control = 100; activation (reporter increase), % at 12.5 µM; hit rate 0.3% among 340,000;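 active = mean replicate activation score at least 90 and every replicate individually at or above 90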;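 note: higher luciferase means less miR-122 activity so hits act as miR-122 inhibitors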
# ERAP1 inh: blocks human ERAP1 aminopeptidase activity. inhibition, % at 10.7 µM. recombinant ERAP1, Leu-AMC fluorescence, 60 min. hit rate 0.15% among 340,000. Q9NZ08;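 active = mean replicate inhibition of at least 30%, or all replicates individually reaching that 30% level; inactive = mean below 30% and not every replicate reaching it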;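 note: 0% = neutral control wells and 100% = L-leucinethiol positive control wells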
# PglD DTNB: inhibitors of Campylobacter jejuni PglD acetyltransferase | hit rate 0.098% among 360,000 | purified PglD enzyme, DTNB colorimetric CoA detection | AID 602405 | inhibition, % at 12.5 µM; in the data active = inhibition above about 16%, passing the limit was not always enough; note: strong numbers were not always called active
# RAD54 inh: inhibitors of human RAD54 branch migration | inhibition, % at 10.4 µM | hit rate 0.14% among 360,000 | RAD54 Holliday junction branch migration, FAM/BHQ fluorescence;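 active = mean normalized replicate activity at least 40 and at least half of replicates scoring 40 or more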;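 note: 0% = median of neutral control wells and 100% = median of positive control wells; inhibitors cause a drop in the FAM fluorescence signal; in these data hits start at about 50%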
# Active calls of the source: *; . = not tested or not shown; & = joins results of further samples; [ ] = remark or other dose.
SMILES,RAD52 inh,PGC1a acetyl inh,E-selectin induc,Cneo AK release,miR122 inh,ERAP1 inh,PglD DTNB,RAD54 inh
CCOc1ccc(N2CC(C(=O)Oc3ccccc3)CC2=O)cc1 (stereo not given),.,-2.9,.,-0.8,-3.0,.,4.6,2.5
COC(=O)CCC(=O)Nc1ccc(S(=O)(=O)N2CCc3ccccc32)cc1,-19.4,-9.8,.,2.8,8.4,1.8,-3.6,-8.1
COc1cc(C(=O)c2c(C)c(CCC#N)n3ccccc23)cc(OC)c1OC,-1.5,-3.8,-0.9,.,-0.4,-1.1,.,.
COc1ccc(Cc2nc3ccc(C(=O)NCCc4ncccc4C)cc3o2)cc1OC,-2.0,.,-0.3,0.3,-11.5,-5.4,0.2,-10.9
CC(C)OCCCn1c(=O)c2ccccc2n2c(CCC(=O)O)nnc12,-8.7,10.8,0.1,-1.1,3.1,3.4,2.8,-11.1
COc1ccccc1Nc1ncc(C(=O)Nc2ccc(OC)c(OC)c2)c2ccccc12,.,-3.1,.,-1.9,-3.6,.,-3.1,4.0
CC=Cc1ccc2n(c1=O)C[C@@H]1[C@@H](CO)[C@H](C(=O)NCCC)[C@H]2N1C(=O)c1ccccc1F (mixture of isomers),-5.2,.,-0.2,12.2,1.4[16.7 µM],-2.8,0.8,9.9
C[C@@H]1CN([C@@H](C)CO)C(=O)c2cccc(NC(=O)CCCCCC(=O)Nc3ccccc3N)c2O[C@H]1CN(C)CC1CC1,0.2,-20.8,-0.3,.,.,0.7,.,.
O=C(NC(c1ccc(F)cc1)c1ccc2ccccc2n1)C1CCN(CCOc2ccc(Cl)cc2)CC1 (stereo not given),-364.6,3.5,0.1,4.9,-7.1,1.6,0.6,-1.3
Cc1ccc(NC(=O)c2cnn(-c3ccccc3)c2NC(=O)c2ccco2)cc1,.,11.6,.,-3.0,5.3,.,-14.6,-4.5
CC(=O)Nc1ccc(S(=O)(=O)Nc2ccc3c(c2)OCCO3)cc1Cl,-1.9,12.6,.,-0.3,32.0,2.7,-4.6,1.2
C[C@H]1CN([C@@H](C)CO)C(=O)c2cc(C#CCN(C)C)cnc2O[C@@H]1CN(C)C,2.1,-1.6,-0.2,-2.0,-5.3[16.7 µM],-1.0,-0.7,-0.4
C[C@@H]1CN([C@H](C)CO)C(=O)c2cc(NS(=O)(=O)c3cn(C)cn3)ccc2O[C@@H](C)CCCCO[C@H]1CN(C)S(=O)(=O)c1ccc(Cl)cc1,-0.6,-3.5,0.3,-2.2,-7.6[16.7 µM],-1.3,-1.8,-1.8
N#CC[C@H](Cc1ccccc1)N1CCN(CCc2ccccc2)CCC1=O,-8.5,-0.2,0.3,-0.6,0.8,.,-4.7,4.6
CC[C@H]1CCCCc2ccccc2[C@@H](C(=O)C[C@@H](O)CC(C)=O)OC1=O,-20.2,1.4,0.1,1.5,17.0,-0.3,2.6,7.5

# Reprinted from the part before: 3 compounds, followed by the next part.
SMILES,RAD52 inh,PGC1a acetyl inh,E-selectin induc,Cneo AK release,miR122 inh,ERAP1 inh,PglD DTNB,RAD54 inh
C[C@@H]1CN([C@H](C)CO)C(=O)c2cc(NS(=O)(=O)c3cn(C)cn3)ccc2O[C@@H](C)CCCCO[C@H]1CN(C)S(=O)(=O)c1ccc(Cl)cc1,-0.6,-3.5,0.3,-2.2,-7.6[16.7 µM],-1.3,-1.8,-1.8
N#CC[C@H](Cc1ccccc1)N1CCN(CCc2ccccc2)CCC1=O,-8.5,-0.2,0.3,-0.6,0.8,.,-4.7,4.6
CC[C@H]1CCCCc2ccccc2[C@@H](C(=O)C[C@@H](O)CC(C)=O)OC1=O,-20.2,1.4,0.1,1.5,17.0,-0.3,2.6,7.5
O=C(O)C1CCN(C(=O)CSc2nc3ccccc3s2)CC1,-20.5,5.0,.,-12.7,-9.8,-2.1,-0.9,-1.8
COc1ccc(CCC(C)N(C)Cc2ccccc2)cc1 (stereo not given),-11.7,.,0.3,-1.5,4.4,4.2,-2.5,-16.4
CO[C@@H]1CN(C)C(=O)c2cc(NC(=O)C3CC3)ccc2OC[C@H](C)N(CC2CC2)C[C@H]1C,-6.0,-10.4,0.0,-12.4,.,0.7,0.3,-3.1
O=C(c1cccs1)c1coc2ccc(O)c(CN(CCO)CCO)c12,.,3.8,.,0.5,3.6,.,-0.8,-4.3
COC(=O)c1ccccc1NC(=O)C1CCCN(c2nnc(-n3cccc3)s2)C1 (stereo not given),-23.4,-1.5,.,3.0,-2.2,0.2,2.5,6.6
O=C(Cc1ccccc1)Nc1ccc(Cl)cn1,-5.7,-50.0,.,-0.1,-10.5,0.3,-13.1,4.2
Cc1ccc(C)c(OCC(=O)Nc2ccccc2C(=O)N2CCN(C)CC2)c1,-9.7,1.6,1.8,1.9,-0.3,2.3,-0.2,0.2
CCN(CC)C(=O)c1[nH]cnc1C(=O)N[C@@H](CC(C)C)C(=O)OCc1ccccc1,-14.6,.,0.1,4.5,8.3,-2.1,-0.5,-9.5
C[C@H]1CN([C@@H](C)CO)C(=O)Cc2cc(NS(=O)(=O)c3cccs3)ccc2O[C@H]1CN(C)C(=O)Nc1cccc2ccccc12,.,-1.5,-2.2,1.5,-1.2[16.7 µM],.,-0.8,-9.9
CCOc1ccc(/C=C2\SC(=O)N(CCNC(=O)CN3C(=O)NC4(CCCC4)C3=O)C2=O)cc1OC,-22.7,2.7,-0.1,-0.5,-5.1,-0.8,1.4,2.2
Cc1noc(C)c1NC(=O)N(C)C[C@H]1OCCCC[C@@H](C)Oc2ccc(NS(C)(=O)=O)cc2C(=O)N([C@@H](C)CO)C[C@H]1C,.,-7.2,0.4,2.3,1.7[16.7 µM],.,1.9,-0.2
CCC(C)c1ccccc1N1CC(C(=O)Nc2cccc(S(=O)(=O)N3CCOCC3)c2)CC1=O (stereo not given),-7.9,.,.,-0.7,-2.0,1.7,2.3,-9.8
O=C1NCCCN1Cc1ccc(F)cc1,.,1.2,.,-0.2,.,.,-5.4,13.6
Cc1cccc(NC(=O)Cc2cccs2)n1,.,-4.3,.,3.3,-7.9,.,6.8,8.5
CC(C#N)(NC(=O)CN1CCN(S(=O)(=O)c2ccccc2C#N)CC1)C1CC1 (stereo not given),-5.7,-1.2,-2.5,0.5,-7.7,3.4,.,13.0
O=C(C[C@H]1C=C[C@@H](NC(=O)C2CCOCC2)[C@H](CO)O1)NCC1CC1,1.8,-9.5,0.0,2.0,12.2[16.7 µM],-1.2,-3.5,-5.3
CC1CC2C3CCC4=CC(=O)C=CC4(C)[C@@]3(Cl)C(O)CC2(C)C1(O)C(=O)CO (stereo not given in full),2.4,-5.4,-0.1,1.4,-3.3,2.0,5.1,6.4
C=CCOc1ccc(CNC(C)(C)CO)cc1OC,.,-0.9,.,1.7,2.8,.,5.8,-0.2
COc1ccc(-n2nc(C(=O)NCC(=O)NCCCN3CCOCC3)c3ccccc3c2=O)c(OC)c1,-10.2,6.0,0.5,3.9,-4.0,-0.3,-3.7,0.9
C[C@@H](O)C#Cc1ccc([C@@H]2[C@H](CO)N3CCCCN(C(=O)c4ccc(F)cc4)C[C@@H]23)cc1,-4.0,2.1,0.0,-1.3,-24.4[16.7 µM],1.0,-0.9,-2.0
COc1ccccc1NS(=O)(=O)c1cc(C(=O)N2CCCCCCC2)ccc1C,4.2,.,0.7,2.1,.,3.6,-4.1,-8.6
COC(=O)C[C@H]1C[C@H]2c3cc(NC(=O)Nc4ccc(C(F)(F)F)cc4)ccc3O[C@H]2[C@@H](CO)O1,-10.4&0.4,5.9,-0.1,1.2,-7.0,4.1&1.0,-3.3,-5.6
CCCOc1ccc(C(=O)CCCC(=O)c2ccc(OCCC)cc2)cc1,-11.3,11.6,0.0,-0.4,-1.8,6.1,-0.9,5.0
COc1ccc(NC(=O)Nc2ccc3c(c2)CC(=O)N([C@H](C)CO)C[C@H](C)[C@@H](CN(C)C(=O)Nc2ccc4c(c2)OCO4)O3)cc1,1.1,7.8,0.0,-3.5,8.5[16.7 µM],1.0,-2.0,3.1
COc1cccc(CC(=O)Nc2ccc(N3CCOCC3)c(S(=O)(=O)Nc3ccccc3OC)c2)c1,-46.2,-23.3,-0.3,-1.2,129.1*,-2.8,0.6,13.4
N=C(N)SCP(=O)(c1ccccc1)c1ccccc1,-12.2,-19.4,0.0,.,.,-1.6,.,.
Cc1nn(-c2ccccc2)c2nc(=O)n(-c3ccccc3)cc12,.,6.8,.,0.4,-3.3,.,2.1,-8.1
Cc1cc(C(=O)Nc2cccc3c2O[C@@H](CN(C)C(=O)Nc2cccc4ccccc24)[C@H](C)CN([C@@H](C)CO)C3=O)n(C)n1,-3.1,2.3,-11.8,-8.4,-2.0[16.7 µM],0.9,-2.2,0.2
COc1cccc(CN2CCSCC2)c1,-13.5,0.6,.,-0.2,-3.1,0.3,-5.6,-3.1
CCCn1c(N)c(CC)c(=O)[nH]c1=O,-7.7,5.0,-1.1,.,.,2.6,.,.
Cc1cccn2c(CN3CCSCC3)c(C(=O)N3CCOCC3)nc12,-11.8,9.9,3.0,2.8,1.4,-0.2,5.2,-15.6
O=C(C1CCCN1S(=O)(=O)c1ccc(Cl)cc1)N1CCOCC1 (stereo not given),.,3.8,.,4.2,-4.0,.,3.5,3.5
CN(C)C(=O)[C@@H]1[C@@H](CO)[C@@H]2Cn3c(ccc(C4=CCCC4)c3=O)[C@@H]2N1C(=O)c1ccccc1F,-14.0,.,-0.4,0.6,.,-1.4,-3.0,6.3
CCOC(=O)C1(CCOC)CCN(Cc2ccc(C3CCCCO3)s2)CC1 (stereo not given),-15.0,-0.5,2.5,0.6,9.2,5.1,0.5,-6.6
CCOC(=O)c1c(NC(=O)COC(=O)Cn2c(C)nc3ccccc32)sc2c1CCCC2,.,6.5,-1.7,-0.5,-6.5,.,0.4,2.7
Cc1cc(SCc2ccc(C(F)(F)F)cc2)nc(=O)[nH]1,-24.7,8.1,.,0.9,0.3,0.9,0.9,5.8
CCOC(=O)c1c(N)sc(C(=O)N(C)C)c1C,.,-5.6,.,-0.3,-4.8,.,-1.5,-3.3
O=C(CSc1nnc(CNc2ccc(F)cc2)n1-c1ccccc1)N1CCOCC1,.,-6.0,.,0.6,0.6,.,3.7,-7.3
C=CCn1c(SCC(=O)Nc2ccccc2F)nnc1C(C)NC(=O)c1ccccc1F (stereo not given),-8.6,.,-0.2,2.6,.,-3.5,-1.4,-4.7
CC(C)(C)OC(=O)N1CCC(C(=O)Nc2ccc(C(=O)N3CCCC3)cc2)CC1,-5.8,11.8,0.0,0.3,-2.4,-2.9,0.6,-12.0
CC=Cc1ccc2n(c1=O)C[C@H]1[C@H](CO)[C@@H](C(=O)NCc3ccncn3)N(C(=O)NC3CCCC3)[C@@H]21 (mixture of isomers),.,.,-0.1,0.3,.,.,-3.2,-4.8
CC(=O)N1CCc2cc(S(=O)(=O)CCC(=O)Nc3cc(C)cc(C)c3)ccc21,-6.4,-19.0,.,-2.2,3.7,-3.4,0.2,8.7
O=C(Nc1nc2ccc(S(=O)(=O)N3CCCCC3)cc2s1)c1cccnc1,-254.3,3.8,.,1.3,2.2,2.7,-7.2,0.6
CS(=O)(=O)N(Cc1ccccc1)c1ccc(C(=O)N2CCc3ccccc3C2)cc1,.,0.3,.,0.9,-3.1,.,-2.0,-0.8
Cc1sc2nc(SCC(=O)NCc3cccs3)[nH]c(=O)c2c1C,.,6.3,0.6,-1.9,15.4,.,8.7,-1.0
COc1ccccc1NC(=O)c1cc(S(=O)(=O)N2CCc3ccccc32)ccc1F,-6.5,2.5,.,-1.3,3.9,3.2,2.1,-3.6
